# Screens from PubChem.
# TCR activator: Activators of T cell receptors: qHTS campaign; AID 504894, 2011; 330,000 tested, under 10 active; Potency, µM (doses to about 9.22 µM), inactives show top-dose activation of IL-2 secretion, hits mostly activators; primary human leukocytes, anti-CD3, IL-2 HTRF, 48 h; note: % of control where 0% means no effect
#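 IL-2 release read by HTRF sandwich (Eu cryptate donor, d2 acceptor, 665 nm emission) after 48 hr exposure of primary human leukocytes to compound together with anti-CD3 beads in the absence of co-stimulatory signals.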
# Tb PFK inh: qHTS Assay to Find Inhibitors of T. brucei phosphofructokinase; T. brucei PFK, ADP-Glo luminescence; Potency, µM (top dose mostly 57.5 µM), for inactives: at the highest dose activity, negative = inhibition, actives largely listed as inhibitors; 330,000 compounds, 0.17% hits; AID 485367, 2010;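 note: potency is the fitted concentration of half-maximal effect; 0% = uninhibited 1x PFK enzyme wells and -100% = no-enzyme wells; nearly all actives have a fitted effect of over 60% in size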
#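 1.25 nM PFK with 0.5 mM F6P and 0.1 mM ATP in 0.1 M TEA pH 8.0, 5 mM MgCl2, incubated 45 min at room temperature; ADP measured by ADP-Glo luminescence; compounds titrated up to 57 uM.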
# PTAP TSG101 blk: qHTS Assay for Iinhibitors of HIV-1 Budding by Blocking the Interaction of PTAP/TSG101; Potency, µM (titrated, usually from 115 µM), for the others: at the top dose activity change, negative = inhibition, usual class: inhibitors; Tumor susceptibility gene 101 protein (Homo sapiens), Q99816; 340,000 tested, under 10 active; Fluorescence polarization, FITC-PTAP peptide / Tsg101 binding; active = well fitted inhibition curve with a large enough effect in the main read-out, with a control signal flat, not every such curve was filed as active; inconclusive = small, poorly fitted or top-dose-only effect, or effect the other way, or a change in a side signal; inactive = no such curve, though single readings can be large or run the other way; note: potency is the fitted concentration of half-maximal effect; % of control where 0% means no effect
#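 Steps: Tsg101 binding domain dispensed (10 uM final), compounds pinned in DMSO, FITC-labeled PTAP-motif peptide added (50 nM final); after 20 min binding at room temperature, polarization measured.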
# uPA surface inh: qHTS for Inhibitors of Cell Surface uPA Generation | cell surface uPA generation assay, qHTS | Potency, µM (top dose mostly 38.3 µM), inactives show at the top dose activity change, negative = inhibition, usual class: inhibitors | 330,000 compounds, 0.31% hits | AID 540303, 2011; active = well fitted inhibition curve with a large enough effect; inconclusive = small, poorly fitted or top-dose-only effect; inactive = no such curve, though single readings can be large or run the other way; tested in mouse RAW 264.7 cells; note: potency is the fitted concentration of half-maximal effect; % is set by controls: 0 for no effect and ±100 for the full control effect; nearly all actives have a fitted effect of over 55% in size
# Chronic BCR inh: qHTS Assay to Find Inhibitors of Chronic Active B-Cell Receptor Signaling | AID 493014, 2011 | 340,000 compounds, 0.05% hits | ABC-DLBCL IkBa-CBG/CBR reporter, luminescence ratio, 4 h | Potency, µM (highest dose often 46.1 µM), inactives show at the top dose ratio change, negative = lower green/red ratio, most hits filed as inhibitors; active = well fitted inhibition curve with a large enough effect in the signal ratio, with a control signal flat, not every such curve was filed as active; inconclusive = small, poorly fitted or top-dose-only effect, or effect the other way, or a change in a side signal; the % refers to the signal ratio;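 note: potency is the fitted concentration of half-maximal effect; plate controls were basal doxycycline-induced cells for no effect and cells given 10 µM MG132 for full effect; MG132 reads +100%, hits lower the ratio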
#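 TMD8 ABC-DLBCL cells carrying doxycycline-inducible green luciferase fused to IkappaBalpha plus unfused red luciferase were exposed to compounds (up to 46 uM) for 4 hrs at 37C. Activity came from the overlap-corrected green/red luminescence ratio.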
# USP2a inh: qHTS Assay for Inhibitors of Ubiquitin-specific Protease USP2a Using CHOP2 as the Reporter | Ubiquitin carboxyl-terminal hydrolase 2 (Homo sapiens), O75604 | 330,000 compounds, 0.01% hits | AID 463254, 2010 | USP2 core, Ub-CHOP2 coupled fluorogenic reporter, 485/531 | Potency, µM (titrated, usually from 38.3 µM), without a hit: at the top dose activity change, negative = inhibition, actives largely listed as inhibitors;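 note: potency is the fitted concentration of half-maximal effect; plate controls were DMSO wells for no effect and full inhibition by NEM control for full effect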
#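 USP2 core (10nM final) preincubated 30min RT with compound in 20mM Tris-HCl pH 8.0, 2mM CaCl2, 2mM beta-mercaptoethanol, 0.05% CHAPS; 25nM Ub-CHOP2 plus 25nM reporter substrate added, fluorescence (Ex485/Em531) read after 60min.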
# Mito fusion act: qHTS Assay for Small Molecule Inhibitors of Mitochondrial Division or Activators of Mitochondrial Fusion; S. cerevisiae fusion-defective mutant growth rescue, CellTiterGlo 48 h; Potency, µM (titrated, usually from 46.1 µM), for inactives: at the highest dose growth rescue (activation), hits mostly activators; 320,000 compounds, 0.23% hits; AID 485298, 2010;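 note: potency is the fitted concentration of half-maximal effect; % of control where 0% means no effect; nearly all actives have a fitted effect of over 45% in size; temperature-sensitive fusion mutants such as fzo1-1 at 37 °C on non-fermentable ethanol glycerol medium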
#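 Yeast fusion mutant, YPEG (non-fermentable carbon), compound, 48 h at 37C non-permissive; CellTiterGlo added, 10 min RT, luminescence read. Rescued growth = division inhibition.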
# ELG1 repair inh: qHTS screen for small molecules that inhibit ELG1-dependent DNA repair in human embryonic kidney (HEK293T) cells expressing luciferase-tagged ELG1 | HEK293T ELG1-luciferase reporter, luminescence, 16 h; DNA damage induced by 5-fluorouridine | Potency, µM (doses to about 46.1 µM), without a hit: at the top dose activity change, negative = inhibition, most hits filed as inhibitors | 330,000 compounds, 2.3% hits; note: potency is the fitted concentration of half-maximal effect; % is set by controls: 0 for no effect and ±100 for the full control effect; nearly all actives have a fitted effect of over 55% in size
#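 DMSO vehicle served as the neutral condition. Each well held 2,000 cells given 5-fluorouridine plus compound; after 16 hr at 37 °C/5% CO2, ONE-Glo was added and luciferase measured 30 min later.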
# B2AR arrestin: qHTS assay of beta-arrestin-biased ligands of beta2-adrenergic receptor. Beta-2 adrenergic receptor (Homo sapiens), P07550. beta-arrestin recruitment to beta2AR, cell-based reporter. Potency, µM (doses to about 46.1 µM), inactives show at the top dose activation, usual class: activators. 330,000 compounds, 0.02% hits. AID 492947, 2010;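 note: potency is the fitted concentration of half-maximal effect; 0% = DMSO controls and full agonism = EC100 isoproterenol or metaproterenol; nearly all actives have a fitted effect of over 65% in size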
# TSHR antagonist: Antagonists of the Thyroid Stimulating Hormone Receptor: HTS campaign; Thyrotropin receptor (Homo sapiens), P16473; TSHR-expressing cells, TSH-stimulated cAMP HTRF, 2 h; hits give low values; activity change, negative = inhibition, % at 11.5 µM; 330,000 compounds, 0.2% hits; AID 504810, 2011;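 active = activity change below a set negative limit, meaning inhibition stronger than a set level, cut at about -70% in these data; inconclusive = activity change between two set negative limits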; note: % is set by controls: 0 for no effect and ±100 for the full control effect
# Target sequence (P16473 whole entry, looked up): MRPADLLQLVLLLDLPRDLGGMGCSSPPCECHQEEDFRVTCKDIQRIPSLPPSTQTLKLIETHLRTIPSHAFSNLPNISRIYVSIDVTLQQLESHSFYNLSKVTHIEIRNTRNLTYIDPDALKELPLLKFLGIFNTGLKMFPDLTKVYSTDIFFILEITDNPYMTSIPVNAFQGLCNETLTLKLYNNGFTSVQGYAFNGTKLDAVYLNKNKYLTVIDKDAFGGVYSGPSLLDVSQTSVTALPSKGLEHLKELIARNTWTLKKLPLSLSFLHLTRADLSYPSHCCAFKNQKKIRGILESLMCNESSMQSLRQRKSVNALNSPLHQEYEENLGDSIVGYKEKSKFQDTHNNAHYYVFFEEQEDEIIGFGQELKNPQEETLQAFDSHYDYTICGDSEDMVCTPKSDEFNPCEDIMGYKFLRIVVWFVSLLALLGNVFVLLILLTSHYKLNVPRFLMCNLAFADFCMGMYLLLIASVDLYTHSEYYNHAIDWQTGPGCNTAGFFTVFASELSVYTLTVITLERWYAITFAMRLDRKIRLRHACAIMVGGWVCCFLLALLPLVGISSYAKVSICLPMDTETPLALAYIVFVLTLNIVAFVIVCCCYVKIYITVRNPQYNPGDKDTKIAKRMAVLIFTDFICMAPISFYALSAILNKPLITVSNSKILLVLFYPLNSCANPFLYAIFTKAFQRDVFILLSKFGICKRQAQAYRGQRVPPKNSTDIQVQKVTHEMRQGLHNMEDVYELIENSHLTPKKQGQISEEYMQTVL
#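 Cell-based HTRF cAMP assay; TSHR cells + compound, TSH EC80 (4nM final), 2 h, 37 deg C. Lysis with anti-cAMP cryptate and cAMP-d2, 30 min RT, read 665/620 nm.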
# Eya2 phos inh: qHTS Assay for Inhibitors of the Phosphatase Activity of Eya2; AID 488837, 2010; recombinant Eya2, OMFP fluorescence dephosphorylation (OMFP is methylfluorescein phosphate); Protein phosphatase EYA2 (Homo sapiens), O00167; Potency, µM (series often up to 76.9 µM), without a hit: at the top dose activity, negative = inhibition, hits mostly inhibitors; 330,000 compounds, 0.006% hits; note: potency is the fitted concentration of half-maximal effect; % is set by controls: 0 for no effect and ±100 for the full control effect
#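 Eya2 protein (added as 0.2 uM solution) was preincubated with compound for 10 min at ambient temperature in 50 mM HEPES pH 7.5, 50 mM NaCl, 5 uM MgCl2, 0.05% BSA, 1 mM DTT. OMFP (added at 50 uM) then reacted 10 min; fluorescence read at 485/525 nm.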
# Active calls of the source: *; u = inconclusive; x = not tested or not shown; [ ] = remark or other dose. Unless noted, calls come from the whole dose curve; as a rule, active = well fitted curve in the direction sought with a large enough effect; inconclusive = small, poorly fitted or top-dose-only effect, or another doubt; inactive = no such curve, though single readings can be large; an effect the other way counts as inactive or inconclusive. No enrichment for hits; about 3% have a hit in one of these screens.
SMILES,TCR activator,Tb PFK inh,PTAP TSG101 blk,uPA surface inh,Chronic BCR inh,USP2a inh,Mito fusion act,ELG1 repair inh,B2AR arrestin,TSHR antagonist,Eya2 phos inh
O=P(Cc1cccc[n+]1[O-])(c1ccccc1)c1ccccc1,-6%,0%,-4%,3%,6%,3%,4%,7%,-1.0%,23,7%
CC1(C)CC(=O)/C(=C(\O)c2ccccc2)C(=NCCc2ccccc2)C1,2%[46.1 µM],1%,-1%,-7%,5%,1%,1%,-13%,0.2%,-1,-2%
Cc1onc(-c2ccccc2)c1C(=O)NCc1ccccc1F,-5%,-11%,1%,-1%,-1%,9%,6%,-2%,-0.2%,-5,-20%
CCCOc1ccc([C@@H]2C3CN(C(=O)OCC)CC=C3C(C#N)=C(N)C2(C#N)C#N)cc1OC (some centres not stated),0%,-1%,0%,x,u,-2%,1%,u,0.1%,-10,-33%
COc1ccccc1CCNC(=O)C1CCN(C(=O)/C=C/c2ccccc2)CC1,-2%,-10%,-4%,-1%,u,0%,-4%,u,-0.2%,13,-15%
CC(=O)C1=C(O)C(=O)N(c2ccccn2)C1c1ccc(C)cc1 (configuration not stated),4%,2%,-2%,-4%,0%,5%,-8%,-5%,-0.9%,6,-6%
COc1ccc(OCCCC(=O)NC(C)c2ccccc2)cc1 (configuration not stated),6%,-3%,-2%,-4%,2%,3%,2%,-10%,0.0%,0,12%
N#CC1=C(N)Nc2ncnn2C1c1ccccc1 (configuration not stated),-13%[46.1 µM],1%,x,x,0%,2%,-3%,16%,-1.0%,2,1%
O=C(OCc1ccc([N+](=O)[O-])cc1)C1CC(=O)N(CCc2ccccc2)C1 (configuration not stated),2%,0%,-10%,-2%,5%,2%,11%,0%,-0.2%,19,26%
CCN(CC(=O)NC)S(=O)(=O)c1ccc(C)cc1,1%,-1%,-1%,-1%,3%,1%,0%,7%,0.0%,10,6%
Cc1ccc(C)c(Cn2nnc3c(=O)[nH]c(C4CCCN(S(=O)(=O)Cc5ccccc5)C4)nc32)c1 (configuration not stated),-7%,u,-1%,3%,2%,-6%,2%,5%,-0.8%,11,3%
CN(C)S(=O)(=O)c1ccc(Cl)c(NC(=O)C2CCN(S(=O)(=O)c3cccs3)CC2)c1,-2%,2%,-5%,-10%,0%,2%,-4%,u,-0.1%,-17,-7%
CCN(CC)S(=O)(=O)c1ccc(NC(=O)CCN2C(=O)C3CC=CCC3C2=O)cc1 (configuration not stated),x,-1%,-3%,-1%,4%,4%,-2%,8%,-0.3%,13,10%
CN1C(=O)C(C)(C)c2cc(S(=O)(=O)N3CCCC3C(=O)NCc3ccccc3Cl)ccc21 (configuration not stated),-3%,1%,-1%,15%,-5%,0%,-2%,8%,0.3%,28,-20%
C=CCn1c(SCC(=O)NCC(=O)OCC)nnc1-c1cccc(OC)c1,2%,-7%,-3%,6%,11%,-1%,-1%,4%,0.0%,-1,2%
Cc1csc(NC(=O)c2sccc2C)n1,15%,-15%,-2%,-5%,u,-7%,-3%,u,-0.8%,-3,-10%
CCOC(=O)C1CCN(C(=O)c2ccc(OCC(=O)Nc3cccc(C(F)(F)F)c3)cc2)CC1,3%,-6%,-4%,4%,-6%,-1%,2%,-3%,-0.7%,-16,-10%
COc1ccc(-c2nc3ccc(N4CCN(C)CC4)cc3c(=O)[nH]2)cc1,2%,-2%,-3%,-1%,8%,10%,-1%,9%,-1.1%,-10,-23%
CC(C)C(=O)Nc1ccc(S(=O)(=O)Nc2nccc(/C=C/c3ccccc3)n2)cc1,-1%[46.1 µM],-3%,1%,-7%,u,4%,1%,1%,-0.8%,-11,4%
CCCCN1C(=N)N([C@@H](C)CN2CCC[C@H]2CN2C(N)=NC[C@@H]2Cc2ccccc2)C[C@H]1Cc1ccccc1,7%,-16%,-1%,-6%,3%,3%,x,5%,0.4%,-2,-13%
O=C(N=Nc1c(O)[nH]c2ccccc12)c1cccc(S(=O)(=O)Nc2ccccc2Cl)c1,-1%,-2%,-3%,3%,u,0%,-5%,13%,-0.6%,-31,16%
CSC1=N/C(=C\c2ccccc2C)C(=O)S1,-6%,-4%,-2%,5%,7%,-1%,-6%,-5%,-0.5%,9,-10%
CCN(CC)CCn1c2c(c(SCC(=O)Nc3cccc(C(C)=O)c3)nc1=O)CCCC2,8%,6%,0%,-1%,4%,2%,3%,-15%,0.2%,4,19%
O=C(Nc1ccc(-n2cnnn2)cc1)C1CCCN1C(=O)Nc1ccc(Br)cc1 (configuration not stated),-1%,3%,-1%,-2%,-4%,2%,-4%,-14%,0.2%,6,14%
COC(=O)CCP(=O)(O)Cc1ccccc1CP(=O)(O)CCC(=O)OC,-2%,7%,-1%,4%,-1%,0%,2%,-4%,-0.6%,2,-8%
COc1ccc(S(=O)(=O)Nc2cccc(C(C)=O)c2)cc1Br,2%,0%,0%,-4%,-3%,-4%,-4%,u,-0.1%,-4,-6%
CCn1cc(C(=O)NCCN(C)C)c(=O)c2cc(F)c(N3CCN(C)CC3)cc21,4%,-7%,-4%,9%,u,2%,1%,7%,0.2%,-4,-12%
CC1CCCCN1C(=O)c1cccc(NC2=C(Cl)C(=O)N(Cc3ccccc3)C2=O)c1 (configuration not stated),-1%,6%,1%,u,u,-7%,u,10µM*,0.1%,-33,-7%
O=C(NCCO)/C(=C/c1cccc([N+](=O)[O-])c1)NC(=O)c1ccco1,0%,-3%,0%,1%,u,0%,-2%,-8%,0.0%,-1,6%
CCCCCn1c(N)c(-c2nc3ccccc3s2)c2c([N+](=O)[O-])nn(C)c(=O)c21,-4%,-4%,-4%,x,0%,-2%,2%,0.73µM*,-0.1%,-8,2%
COCc1cc(=O)c2ccccc2o1,1%,2%,-3%,2%,u,3%,x,11%,0.1%,-1,-12%
C/C(=C\C(=O)c1ccc(C)o1)Nc1ccc2c(c1)OCO2,-2%,3%,-2%,x,9%,2%,-14%,u,0.2%,-3,0%
COc1ccc(CC(=O)Nc2ccc(-c3cn4ccc(C)cc4n3)cc2)cc1,6%,2%,0%,-2%,17%,4%,2%,u,-0.8%,-25,u
CCn1c(CC(=O)Nc2ccc(C)cc2)nnc1SCC(=O)Nc1nc(C)cs1,x,4%,-9%,1%,0%,3%,-3%,u,-1.0%,-2,-3%
COc1cccc(CNc2nn[nH]n2)c1OC,-4%,-1%,-2%,-1%,0%,2%,-4%,-5%,-0.4%,4,-6%
Cc1c(NC(=O)C23CC4CC(CC(C4)C2)C3)c(=O)n(-c2ccccc2)n1C,-5%,-2%,-5%,-6%,0%,2%,-1%,-3%,-2.9%,-4,-9%
C[C@@H](OC(=O)c1[nH]cnc1C(=O)NCc1ccc(CNC(=O)OC(C)(C)C)cc1)c1ccccc1,0%,1%,-11%,-6%,u,-16%,x,13µM*,6.2%,-2,-19%
CSCCC(NC(=O)c1ccccc1Br)C(=O)N1CCN(C(C)=O)CC1 (configuration not stated),-6%,0%,-4%,2%,0%,-1%,3%,14%,-0.3%,8,8%
O=C(O)CC1C(=O)OCN1C(=O)OCc1ccccc1 (configuration not stated),x,-1%,-6%,1%,-3%,0%,1%,16%,-0.2%,4,-26%
